Source: PubChem (National Center for Advancing Translational Sciences (NCATS))
GLP-1R inv ag: inverse agonists of human GLP-1 receptor; hit rate 1.6% among 410,000; P43220; HEK293 GLP-1R CRE-luciferase, luminescence, 24 h; GLP-1R form is constitutively active; Potency, µM (top dose mostly 38.3 µM), without a hit: top-dose activity change, negative = inhibition, hits mostly inhibitors; note: potency is the fitted concentration of half-maximal effect; % is set by controls: 0 for no effect and ±100 for the full control effect; nearly all actives have a fitted effect of over 55% in size
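Cells are plated, allowed 12 hours at 37 deg C, then treated with compounds for 24 hr before luciferase detection reagent is added and luminescence is read after 12 min at room temperature. The HEK293 line carries constitutively active GLP-1R with a cAMP-responsive reporter.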
EPAC1 agonist: EPAC1 (human) agonism. hit rate 0.073% among 360,000. Potency, µM (doses to about 154 µM), for the others: at the top dose activation, most hits filed as activators. EPAC1 agonist qHTS, biochemical assay; response scale: 100% = response to 6.5 mM cAMP. O95398; note: potency is the fitted concentration of half-maximal effect; nearly all actives have a fitted effect of over 60% in size
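Read-out is the fluorescence drop as BODIPY-GDP leaves Rap1B (480 nm excitation, 540 nm emission), recorded every 5 minutes over 30 minutes. Reactions held 100 nM EPAC1, 250 nM Rap1B–BODIPY-GDP and 50 uM GDP, with 6.5 mM cAMP setting full activation.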
GLP1R cytotox: cytotoxicity counter-screen for GLP-1 receptor inverse agonists; HEK293 cAMP-luciferase reporter cells, luminescence, 24 h; hit rate 0.13% among 410,000; Potency, µM (doses to about 38.3 µM), for inactives: at the top dose activity change, negative = inhibition, hits mostly inhibitors;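 note: loss of luciferase light is scored as toxicity; potency is the fitted concentration of half-maximal effect; % is set by controls: 0 for no effect and ±100 for the full control effect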
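A 23 nL compound transfer followed 12 hours of cell culture at 37 deg C; exposure then lasted 24 hr. Luciferase assay detection reagent was dispensed and plates read for luminescence after a 12 min room-temperature wait.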
PI5P4K alpha inh: PI5P4K alpha (human) kinase inhibition. P48426. PI5P4Kalpha enzyme, ADP-Glo luminescence, 60 min; active compounds read low. max response, %. hit rate 1.2% among 330,000; active = max response of -50% or lower; inconclusive = between -30% and -50%; inactive = -30% or higher; note: value at the top dose of about 77 µM; % is set by controls: 0 for no effect and ±100 for the full control effect
Target sequence (P48426 whole entry, looked up): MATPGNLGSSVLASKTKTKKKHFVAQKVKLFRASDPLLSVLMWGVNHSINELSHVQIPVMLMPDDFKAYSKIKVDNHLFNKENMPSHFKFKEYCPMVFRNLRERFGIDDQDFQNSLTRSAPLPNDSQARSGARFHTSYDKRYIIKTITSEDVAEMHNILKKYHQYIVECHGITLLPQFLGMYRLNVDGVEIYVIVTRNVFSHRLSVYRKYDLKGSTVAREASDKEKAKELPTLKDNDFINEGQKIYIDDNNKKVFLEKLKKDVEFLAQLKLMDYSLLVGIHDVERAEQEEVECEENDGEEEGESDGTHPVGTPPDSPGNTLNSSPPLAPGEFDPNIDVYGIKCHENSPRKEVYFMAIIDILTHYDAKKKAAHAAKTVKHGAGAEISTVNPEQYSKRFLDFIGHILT
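ADP-Glo luminescence end-point read after a 60 min room-temperature kinase reaction of PI5P4Kalpha plus substrate, initiated with ATP at 5 microM final. Buffer: 0.038 M HEPES pH 7.4, EGTA, 0.1% CHAPS, 5% DMSO.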
GLP1R ag: GLP-1 receptor (human) agonism; HEK293 GLP-1R CRE-luciferase, luminescence, 4-6 h; cells express a hypersensitive GLP-1R form; Potency, µM (highest dose often 45.6 µM), for inactives: at the top dose activation, usual class: activators; P43220; hit rate 0.007% among 380,000; note: potency is the fitted concentration of half-maximal effect; % of control where 0% means no effect
PTHR1 ag: agonists of human PTHR1 parathyroid hormone receptor; Q03431; HEK293 GP2 PTHR1 cells, GloSensor cAMP luminescence, 1 h; Potency, µM (series often up to 115 µM), for the others: at the top dose activation, usual class: activators; hit rate 0.075% among 410,000; AID 743266; note: potency is the fitted concentration of half-maximal effect; nearly all actives have a fitted effect of over 55% in size; some results filed as inactive show a strong effect at the top dose; inactives centre near -15; many of its hits are not listed in these tables
Target sequence (Q03431 whole entry, looked up): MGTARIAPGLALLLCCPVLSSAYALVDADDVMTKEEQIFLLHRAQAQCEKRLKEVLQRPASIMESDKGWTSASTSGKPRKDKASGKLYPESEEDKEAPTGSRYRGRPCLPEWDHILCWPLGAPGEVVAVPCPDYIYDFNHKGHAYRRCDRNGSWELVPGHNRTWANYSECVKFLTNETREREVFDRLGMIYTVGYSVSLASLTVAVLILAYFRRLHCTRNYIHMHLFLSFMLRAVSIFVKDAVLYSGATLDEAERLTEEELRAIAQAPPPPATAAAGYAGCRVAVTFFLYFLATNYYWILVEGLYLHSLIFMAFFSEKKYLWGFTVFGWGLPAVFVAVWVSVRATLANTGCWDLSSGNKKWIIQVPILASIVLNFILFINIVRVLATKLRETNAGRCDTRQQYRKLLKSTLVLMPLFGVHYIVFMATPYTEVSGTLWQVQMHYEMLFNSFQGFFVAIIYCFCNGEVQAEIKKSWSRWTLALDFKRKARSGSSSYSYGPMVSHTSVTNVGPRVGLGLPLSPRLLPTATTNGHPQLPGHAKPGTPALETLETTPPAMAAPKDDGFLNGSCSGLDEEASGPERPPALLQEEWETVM
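HEK-293-derived GP2 cells expressing PTHR1 and a GloSensor cAMP reporter, 3,000/well, plated overnight, given luciferin plus IBMX (each 0.5 mM as added) for 1 h at 37 °C, then compound for 1 h at 37 °C. Luminescence was read after 15 min at room temperature.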
EPAC1 antagonist: EPAC1 (human) antagonism | hit rate 0.14% among 360,000 | AID 720709 | O95398 | EPAC1 GEF assay, Rap1b-BODIPY-GDP exchange fluorescence | Potency, µM (doses to about 115 µM), for inactives: at the highest dose activity change, negative = inhibition, hits mostly inhibitors;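 note: potency is the fitted concentration of half-maximal effect; plate controls were vehicle for no effect and positive control for full effect; nearly all actives have a fitted effect of over 50% in size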
IL-2 act: IL-2 activation. IL-2 activation reporter assay, cell-based qHTS; stimulated with anti-CD3/CD4/CD28 beads; in transgenic mouse T cells. activation, % (series mostly up to about 46 µM). hit rate 0.065% among 360,000; in the data active = activation above about 50%; inconclusive = mostly about 30% to 49%; note: 0% is about no effect
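Unstimulated transgenic mouse T cells; 60-min compound exposure; bead-based TCR/CD4/CD28 stimulation; 18 h culture, 37 degrees C; dual fluorescence (EGFP, DsRed) plate cytometry.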
PLK1 PBD block: inhibitors of human PLK1 polo-box domain binding; P53350; Plk1 PBD binding of FITC phosphopeptide, fluorescence polarization; Potency, µM, for the others: max response, negative = inhibition, most hits filed as inhibitors; hit rate 2.8% among 360,000; AID 720504; note: potency is the fitted concentration of half-maximal effect; series mostly up to about 57 µM; % is set by controls: 0 for no effect and ±100 for the full control effect; nearly all actives have a fitted effect of over 65% in size
* marks the source's active call; other numbers are inactive results; [ ] = dose if it differs, or a comment. Unless noted, calls come from the whole dose curve; as a rule, active = well fitted curve in the direction sought with a large enough effect; inconclusive = small, poorly fitted or top-dose-only effect, or another doubt; inactive = no such curve, though single readings can be large; an effect the other way counts as inactive or inconclusive. Some of the compounds tested, so the mix of outcomes need not match the whole.

Results for Cc1ccnc(SCC(=O)N2CCC(C(N)=O)CC2)n1 ?
GLP-1R inv ag: 2%; EPAC1 agonist: -4%; GLP1R cytotox: 2%; GLP1R ag: -10%; PTHR1 ag: inactive; EPAC1 antagonist: 15%; IL-2 act: -0.7; PLK1 PBD block: -3%

What do the screens show for `C=CCn1cc(C(=O)NCc2ccco2)c(=O)c2cc(S(=O)(=O)N3CCCCCC3)ccc21`?
GLP-1R inv ag: inconclusive; EPAC1 agonist: 8%; GLP1R cytotox: -17%; PI5P4K alpha inh: 0; GLP1R ag: 8%; PTHR1 ag: -10%; EPAC1 antagonist: -8%; IL-2 act: -2.1; PLK1 PBD block: -5%

Results for CCOC(=O)c1sc(NC(=O)CN2C(=O)NC3(CC(C)CC(C)(C)C3)C2=O)c(C(=O)OCC)c1C (stereo not drawn) ?
GLP-1R inv ag: 31%[activator]; EPAC1 agonist: -5%; GLP1R cytotox: 5%; PI5P4K alpha inh: 3; GLP1R ag: 7%; PTHR1 ag: -4%; EPAC1 antagonist: -6%; IL-2 act: -0.2; PLK1 PBD block: 6%

Results for CN(C)S(=O)(=O)n1cc(/C=C(\NC(=O)c2ccccc2)C(=O)NCCCN2CCOCC2)c2ccccc21 ?
GLP-1R inv ag: -8%; EPAC1 agonist: -4%; GLP1R cytotox: -2%; PI5P4K alpha inh: 7; GLP1R ag: 3%; PTHR1 ag: inconclusive; EPAC1 antagonist: -8%; IL-2 act: 4.1; PLK1 PBD block: 4%

Results for CCOC(=O)NNC1CC(=O)N(c2ccccc2)C1=O (stereo not drawn) ?
GLP-1R inv ag: 3%; EPAC1 agonist: 11%; GLP1R cytotox: 13%; PI5P4K alpha inh: 1; GLP1R ag: -13%; PTHR1 ag: inactive; EPAC1 antagonist: -15%; IL-2 act: 1.5; PLK1 PBD block: -15%

How did COc1cc2oc(=O)ccc2c(OC)c1CC(O)C(C)(C)O (stereo not drawn) do in these assays?
GLP-1R inv ag: -1%; EPAC1 agonist: 9%; GLP1R cytotox: 7%; PI5P4K alpha inh: 0; GLP1R ag: 0%; PTHR1 ag: -16%; EPAC1 antagonist: -9%; IL-2 act: 1.5; PLK1 PBD block: 4%

Results for Cc1c(O)nc(SCC(=O)Nc2cccc(C(F)(F)F)c2)n(-c2ccccc2)c1=O ?
GLP-1R inv ag: 13%; EPAC1 agonist: -4%; GLP1R cytotox: 16%; PI5P4K alpha inh: -5; GLP1R ag: -7%; PTHR1 ag: -45%; EPAC1 antagonist: -3%; IL-2 act: -2.4; PLK1 PBD block: -15%

How did O=C1c2ccccc2C(=O)N1CCc1c(-c2[nH]c3ccccc3c2CCN2C(=O)c3ccccc3C2=O)[nH]c2ccccc12 do in these assays?
GLP-1R inv ag: 10%; EPAC1 agonist: -3%; GLP1R cytotox: 3%; PI5P4K alpha inh: -2; GLP1R ag: 0%; PTHR1 ag: 13%; EPAC1 antagonist: 0%; IL-2 act: -0.2; PLK1 PBD block: -9%

What do the screens show for `O=S(=O)(c1ccc(Cl)nc1)N1CCCC1`?
GLP-1R inv ag: 8%; EPAC1 agonist: 5%; GLP1R cytotox: 4%; PI5P4K alpha inh: -5; GLP1R ag: -7%; PTHR1 ag: -35%; EPAC1 antagonist: 7%; IL-2 act: 0.7; PLK1 PBD block: 4%

How did COc1ccccc1C(=O)Nc1ccc(-c2nnn(CC(=O)NCc3ccco3)n2)cc1 do in these assays?
GLP-1R inv ag: 19%; EPAC1 agonist: 3%; GLP1R cytotox: -14%; PI5P4K alpha inh: 5; GLP1R ag: 3%; PTHR1 ag: -5%; EPAC1 antagonist: 8%; IL-2 act: -0.1; PLK1 PBD block: -12%

What do the screens show for `COC(OC)c1ccnc(-c2ccc(OC(=O)c3ccccc3)cc2)n1`?
GLP-1R inv ag: 2%; EPAC1 agonist: 6%; GLP1R cytotox: -8%; PI5P4K alpha inh: 3; GLP1R ag: 8%; PTHR1 ag: -14%; EPAC1 antagonist: -12%; IL-2 act: -3.2; PLK1 PBD block: -8%

What do the screens show for `Cc1nc2c(OCc3ccc(Cl)cc3)cccn2c1N(C)Cc1cccs1`?
GLP-1R inv ag: inconclusive; EPAC1 agonist: 9%; GLP1R cytotox: -26%; PI5P4K alpha inh: inconclusive; GLP1R ag: -3%; PTHR1 ag: -44%[inhibitor]; EPAC1 antagonist: 6%; IL-2 act: -0.8; PLK1 PBD block: -8%

Reprinted from the part before: 2 compounds; new compounds follow.
What do the screens show for `COC(OC)c1ccnc(-c2ccc(OC(=O)c3ccccc3)cc2)n1`?
GLP-1R inv ag: 2%; EPAC1 agonist: 6%; GLP1R cytotox: -8%; PI5P4K alpha inh: 3; GLP1R ag: 8%; PTHR1 ag: -14%; EPAC1 antagonist: -12%; IL-2 act: -3.2; PLK1 PBD block: -8%

What do the screens show for `Cc1nc2c(OCc3ccc(Cl)cc3)cccn2c1N(C)Cc1cccs1`?
GLP-1R inv ag: inconclusive; EPAC1 agonist: 9%; GLP1R cytotox: -26%; PI5P4K alpha inh: inconclusive; GLP1R ag: -3%; PTHR1 ag: -44%[inhibitor]; EPAC1 antagonist: 6%; IL-2 act: -0.8; PLK1 PBD block: -8%

What do the screens show for `CCOC(=O)c1cc(Cl)c2c(ccc3ccccc32)n1`?
GLP-1R inv ag: 11%; EPAC1 agonist: 1%; GLP1R cytotox: 2%; PI5P4K alpha inh: -9; GLP1R ag: 0%; PTHR1 ag: inactive; EPAC1 antagonist: -8%; IL-2 act: 1.5; PLK1 PBD block: 2%

Results for COc1ccccc1-n1c(CNC(=O)c2ccco2)n[nH]c1=S ?
GLP-1R inv ag: 12%; EPAC1 agonist: -1%; GLP1R cytotox: 2%; PI5P4K alpha inh: 0; GLP1R ag: -5%; PTHR1 ag: -16%; EPAC1 antagonist: -5%; IL-2 act: -2.7; PLK1 PBD block: -8%

How did CCOc1ccc(-n2c(=O)[nH]cc(C(=O)Nc3ccc(OC)c(OC)c3)c2=O)cc1 do in these assays?
GLP-1R inv ag: 31%[activator]; EPAC1 agonist: 10%; GLP1R cytotox: 7%; PI5P4K alpha inh: 5; GLP1R ag: 14%; PTHR1 ag: inactive; EPAC1 antagonist: inconclusive; IL-2 act: -0.1; PLK1 PBD block: -10%

How did COc1ccc(NC(=O)c2ccc(CNc3c(N4CCCC4)c(=O)c3=O)cc2)cc1Cl do in these assays?
GLP-1R inv ag: 33%[activator]; EPAC1 agonist: 11%; GLP1R cytotox: 3%; PI5P4K alpha inh: -4; GLP1R ag: 12%; PTHR1 ag: inactive; EPAC1 antagonist: -12%; IL-2 act: 2.4; PLK1 PBD block: -13%

What do the screens show for `COc1ccccc1NC(=O)CC(=O)CSc1nnc(-c2ccc(C)cc2)n1C`?
GLP-1R inv ag: 0%; EPAC1 agonist: -2%; GLP1R cytotox: -5%; PI5P4K alpha inh: -9; GLP1R ag: -5%; PTHR1 ag: -3%[57.5 µM]; EPAC1 antagonist: 10%; IL-2 act: -1.8; PLK1 PBD block: -4%

Results for Cc1csc2nc(-c3cccc(NC(=O)c4ccc(S(N)(=O)=O)cc4)c3)cn12 ?
GLP-1R inv ag: inconclusive; GLP1R cytotox: -21%; GLP1R ag: 13%; PTHR1 ag: inactive

Results for Cn1c(=O)[nH]c(=O)c2c1nc1n2CCN1c1ccccc1 ?
GLP-1R inv ag: 5%; GLP1R cytotox: 1%; GLP1R ag: 1%; PTHR1 ag: 5%

How did COc1ccc(NS(=O)(=O)c2csc(C(N)=O)c2)cc1OC do in these assays?
GLP-1R inv ag: 9%; EPAC1 agonist: 6%; GLP1R cytotox: 14%; PI5P4K alpha inh: -1; GLP1R ag: 3%; PTHR1 ag: -11%; EPAC1 antagonist: inconclusive; IL-2 act: -5.5; PLK1 PBD block: 7%

Results for O=C1CC(c2cc3c(cc2Br)OCO3)C2=C(CCCC2=O)N1 (stereo not drawn) ?
GLP-1R inv ag: 0%; EPAC1 agonist: 8%; GLP1R cytotox: -6%; PI5P4K alpha inh: 3; GLP1R ag: -1%; PTHR1 ag: -3%; EPAC1 antagonist: 7%; IL-2 act: -0.7; PLK1 PBD block: -2%

What do the screens show for `O=C1C2CC=CCC2C(=O)N1c1ccc(Cc2ccncc2)cc1` (stereo not drawn)?
GLP-1R inv ag: 9%; EPAC1 agonist: -5%; GLP1R cytotox: -3%; GLP1R ag: 1%; PTHR1 ag: -16%[57.5 µM]; EPAC1 antagonist: 12%; IL-2 act: -1.9; PLK1 PBD block: -2%

What do the screens show for `N/C(=N\OC(=O)Cc1cccc2ccccc12)c1ccccn1`?
GLP-1R inv ag: inconclusive; EPAC1 agonist: -2%; GLP1R cytotox: inconclusive; PI5P4K alpha inh: 3; GLP1R ag: 24%; PTHR1 ag: -37%[inhibitor]; EPAC1 antagonist: -1%; IL-2 act: -0.7; PLK1 PBD block: -5%

How did Cc1cc2sc3nc(=O)n(-c4ccccc4)c(=O)n3c2cc1C do in these assays?
GLP-1R inv ag: -1%; EPAC1 agonist: 8%; GLP1R cytotox: 9%; PI5P4K alpha inh: -5; GLP1R ag: 9%; PTHR1 ag: -7%; EPAC1 antagonist: 12%; IL-2 act: -1.0; PLK1 PBD block: -4%

Results for CCc1ccc(OCC(=O)NCCN(C)C)c(Br)c1 ?
GLP-1R inv ag: 10µM*; EPAC1 agonist: 4%; GLP1R cytotox: 9%; PI5P4K alpha inh: 7; GLP1R ag: 11%; PTHR1 ag: inactive; EPAC1 antagonist: 6%; IL-2 act: 0.3; PLK1 PBD block: -5%

What do the screens show for `CCN(CCO)c1ccc(N=Nc2cc(C)[nH]n2)cc1`?
GLP-1R inv ag: inconclusive; EPAC1 agonist: -10%; GLP1R cytotox: -67%; PI5P4K alpha inh: 4; GLP1R ag: -6%; PTHR1 ag: -43%[inhibitor]; EPAC1 antagonist: -20%; IL-2 act: -5.1; PLK1 PBD block: 8%

How did COc1ccc(S(=O)(=O)N2CCCC2CNC(=O)C(=O)NC2CC2)cc1 (stereo not drawn) do in these assays?
GLP-1R inv ag: 0%; EPAC1 agonist: 4%; GLP1R cytotox: -16%; PI5P4K alpha inh: 1; GLP1R ag: 1%; PTHR1 ag: inactive; EPAC1 antagonist: -13%; IL-2 act: 1.0; PLK1 PBD block: 4%
